Compound activity: PubChem, several laboratories
Keap1-Nrf2 PPI = inhibitors of human Keap1-Nrf2 protein-protein interaction. Keap1 Kelch-Nrf2 peptide fluorescence polarization, 1536-well. inhibition, % at 9.4 µM. AID 504523. 340,000 tested, 0.15% active. Q14145; in the data active = inhibition above about 12%;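 note: human Keap1 Kelch domain with fluorescein labeled Nrf2 9mer peptide probe; 0% = neutral control wells and 100% = peptide positive control; higher means more block of Keap1 binding to Nrf2 peptide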
Target sequence (Q14145 whole entry, looked up, the tested form may be a part): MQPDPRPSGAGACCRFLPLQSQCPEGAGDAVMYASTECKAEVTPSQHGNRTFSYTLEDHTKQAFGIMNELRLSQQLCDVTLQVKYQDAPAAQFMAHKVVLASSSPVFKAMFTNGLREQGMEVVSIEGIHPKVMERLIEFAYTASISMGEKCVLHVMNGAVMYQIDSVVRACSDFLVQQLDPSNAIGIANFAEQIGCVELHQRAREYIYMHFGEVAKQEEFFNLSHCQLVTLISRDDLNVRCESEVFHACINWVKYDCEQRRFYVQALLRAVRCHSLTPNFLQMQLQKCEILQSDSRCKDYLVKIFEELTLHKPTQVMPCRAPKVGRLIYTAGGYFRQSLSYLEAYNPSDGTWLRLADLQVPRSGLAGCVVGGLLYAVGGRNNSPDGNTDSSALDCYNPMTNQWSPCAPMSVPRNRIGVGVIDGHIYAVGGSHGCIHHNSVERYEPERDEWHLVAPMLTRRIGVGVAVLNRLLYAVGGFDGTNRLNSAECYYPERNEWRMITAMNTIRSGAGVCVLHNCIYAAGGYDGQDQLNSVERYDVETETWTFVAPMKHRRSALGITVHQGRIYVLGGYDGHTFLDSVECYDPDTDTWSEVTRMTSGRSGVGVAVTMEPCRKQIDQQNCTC
SUMO Mot1 rescue = blocks SUMOylation pathway, rescuing yeast Mot1-301 growth. AID 2716. growth rescue, % at 18.8 µM. S. cerevisiae Mot1-301 growth rescue, ATP luminescence, 38.5C; percent above DMSO median, 100 means doubled. 320,000 tested, 1% active;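 active = every valid replicate shows activation above 250% relative to neutral control wells; inactive = the rest, any valid replicate at or below 250%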;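 note: OY570 slx delta 5 strain wells were the positive control but not used for scaling; some compounds called inactive have numbers as strong as hits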
NSD2 inh = inhibitors of human histone methyltransferase NSD2. 310,000 tested, 0.54% active. inhibition, % at 12.5 µM. NSD2 peptide methylation, AlphaScreen, 120 min. AID 743445; in the data active = inhibition above about 50%
LANA DNA inh = inhibitors of KSHV LANA C-terminal domain DNA binding. MBP-C-LANA/FAM-LBS DNA binding, fluorescence polarization. inhibition, % at 9 µM. 340,000 tested, 0.078% active. AID 504423;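 active = highest replicate inhibition at or above 60% at 9 µM, even if other replicates fall short; inactive = all replicates below 60% inhibition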;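 note: 0% = neutral control wells and 100% = 4 µM acridine orange control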
Cardiac RTF inh = cardiac RTF calcium desensitization. P19429+P45379. IANBD-labeled cardiac RTF, Ca2+ fluorescence. inhibition, % at 7.15 µM. 340,000 tested, 0.12% active. AID 493244;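 active = inhibition above the mean inhibition of all tested compounds plus 3 SD, cut at about 17% in these data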;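 note: assay run at fixed EC70 calcium of 1.6 mM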
PfHsp90 set2 = growth inhibition of yeast expressing Plasmodium Hsp90; S. cerevisiae expressing PfHsp90, BacTiter-Glo ATP, 48 h; yeast lacking PDR1 and PDR3 efflux regulators; inhibition, % at 9.4 µM; 310,000 tested, 0.32% active; AID 504621;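 active = every replicate shows inhibition above about 80%, whatever the replicate mean, limit read from the data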;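 note: 0% = DMSO neutral controls and 100% = 20 µM radicicol positive controls; yeast relying on Plasmodium falciparum Hsp90 in place of its own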
RTF Ca sens act = cardiac RTF calcium sensitization; P19429+P45379; IANBD-labeled TnC RTF fluorescence at EC20 calcium; 0% EC20 calcium, 100% full calcium; activation, % at 7.2 µM; 340,000 tested, 0.24% active;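 active = activation above the mean over all tested compounds plus 3 SD, cut at about 30% in these data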;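 note: rise in fluorescence read as greater calcium sensitivity of cardiac thin filaments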
Rtt109 Vps75 = C. albicans Rtt109 histone acetyltransferase inhibition | Q5AAJ8 | purified Rtt109/Vps75, ThioGlo CoA-SH fluorescence, 4 h | inhibition, % at 34.9 µM | 330,000 tested, 0.16% active | AID 540336;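 active = inhibition of at least 50% in every replicate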
Target sequence (Q5AAJ8 whole entry, looked up): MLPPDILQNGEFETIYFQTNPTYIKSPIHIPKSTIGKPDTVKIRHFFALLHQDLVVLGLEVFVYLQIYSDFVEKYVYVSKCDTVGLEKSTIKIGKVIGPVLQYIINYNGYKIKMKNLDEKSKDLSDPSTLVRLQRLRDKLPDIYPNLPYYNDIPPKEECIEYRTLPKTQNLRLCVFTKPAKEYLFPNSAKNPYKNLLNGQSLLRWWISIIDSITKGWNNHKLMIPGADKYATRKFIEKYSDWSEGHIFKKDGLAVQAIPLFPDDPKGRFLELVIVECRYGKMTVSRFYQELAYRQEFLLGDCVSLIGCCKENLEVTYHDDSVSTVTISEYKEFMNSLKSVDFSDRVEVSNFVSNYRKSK
PvdQ inh = P. aeruginosa PvdQ acylase inhibition; purified PvdQ acylase, fluorescence plate reader; inhibition, % at 10 µM; 340,000 tested, 0.063% active; AID 488965; in the data active = inhibition above about 30%, passing the limit was not always enough;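 note: 0% = vehicle neutral wells and 100% = reference inhibitor wells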
dFosB act = mouse delta FosB homodimer activation. activation, % at 25 µM. 340,000 tested, 0.99% active. purified delta FosB, TAMRA-CDK5 oligo fluorescence polarization; percent of positive-control signal above neutral wells. AID 493131. P13346;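 active = mean activation above about 17%, with every replicate also reaching it, limit read from the data, passing the limit was not always enough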;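 note: fluorescence polarization rise as delta FosB binds a TAMRA Cdk5 AP-1 oligo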
CDK5 p35 inh = blocks human CDK5/p35 kinase activity; Q00535+Q15078; Recombinant CDK5/p35, ADP-Glo luminescence, 60 min; inhibition, % at 10 µM; 330,000 tested, 0.01% active;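 active = highest replicate inhibition of at least 50% and at least 75% of replicates reaching 50%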;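 note: plate controls were DMSO neutral control for no effect and GW8510 at 10 µM for full effect; many of its hits are not listed in these tables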
The depositor's hits bear a star; nt = not tested or not shown. An unsorted share of the library. About 3.2% of those tested had a hit in this group.

canonical_smiles	Keap1-Nrf2 PPI	SUMO Mot1 rescue	NSD2 inh	LANA DNA inh	Cardiac RTF inh	PfHsp90 set2	RTF Ca sens act	Rtt109 Vps75	PvdQ inh	dFosB act	CDK5 p35 inh
O=S(=O)(c1cccs1)N1CCC(CO)(Cc2cccc(F)c2)CC1	1	104	-1	-0.1	2	-12	-2	0	-12	-5	-0.7
COc1ccc(OC)c2sc(N3CCN(C(=O)c4ccc([N+](=O)[O-])s4)CC3)nc12	-4	-7	-2	0.0	-6	41	-11	13	-3	-9	0.0
O=C(Nc1nc(-c2cccc([N+](=O)[O-])c2)cs1)c1cccc([N+](=O)[O-])c1C(=O)O	1	181	-3	-2.2	1	-7	4	0	-3	4	-0.1
CN(C)CCCOC(=O)COc1ccc(Br)cc1	-3	-18	0	-0.4	-2	-9	8	3	-11	0	-0.7
CC(C)CN1C(=O)c2ccc(C(=O)Nc3nccs3)cc2C1=O	-5	2	4	1.1	-14	5	0	-1	8	2	0.2
CCC(=O)Nc1ccc(/C(C)=N\NC(=O)c2ccc(C)s2)cc1	-7	430	-2	1.0	3	3	4	0	-12	-10	0.8
CC(=O)Nc1ccc(/C=N/NC(=O)c2cccs2)cc1	-1	5	-3	-0.8	-5	5	1	-15	27	7	2.2
CCN1CCCc2cc(CN(CCN3CCOCC3)C(=S)Nc3cccc(Cl)c3)ccc21	2	-15	11	-0.2	-4	-1	4	6	-9	-8	-0.7
CC1CCN(S(=O)(=O)CCNC(=O)c2ccccc2)CC1	-1	-9	-1	-2.3	7	-13	1	-12	-10	-3	-2.2
COCCCNCC(=O)Nc1ccc(OC(F)(F)F)cc1	-2	7	-4	1.1	7	-4	6	9	-8	1	0.4
COC(=O)c1ccc2[nH]c(C)c(CN3CCCC3)c(=O)c2c1	-3	nt	44	0.0	1	-42	7	-32	-9	-5	-2.2
COc1ccc2nc(NC(=O)CSc3nnc(C)s3)sc2c1	-2	7	-2	-0.9	-14	nt	1	-12	-9	-3	-0.4
COc1ccccc1N1CCN(C(=S)Nc2ccc(F)cc2)CC1	1	7	1	-0.3	-4	8	0	2	1	1	1.2
Cc1ccc(C)c(N2CCN(C(=O)CN3C(=O)c4ccccc4C3=O)CC2)c1	-5	-2	1	0.4	0	-9	3	-3	-4	1	-0.7
O=C(C1CC=CCC1)N1CCN(C(=O)C2CC=CCC2)CC1 (configuration not stated)	1	19	1	0.0	-7	3	2	-13	-6	2	0.1

Part of the list above in order of molecular weight, highest first.
canonical_smiles	Keap1-Nrf2 PPI	SUMO Mot1 rescue	NSD2 inh	LANA DNA inh	Cardiac RTF inh	PfHsp90 set2	RTF Ca sens act	Rtt109 Vps75	PvdQ inh	dFosB act	CDK5 p35 inh
O=C(Nc1nc(-c2cccc([N+](=O)[O-])c2)cs1)c1cccc([N+](=O)[O-])c1C(=O)O	1	181	-3	-2.2	1	-7	4	0	-3	4	-0.1
O=S(=O)(c1cccs1)N1CCC(CO)(Cc2cccc(F)c2)CC1	1	104	-1	-0.1	2	-12	-2	0	-12	-5	-0.7
CN(C)CCCOC(=O)COc1ccc(Br)cc1	-3	-18	0	-0.4	-2	-9	8	3	-11	0	-0.7

Following part
canonical_smiles	Keap1-Nrf2 PPI	SUMO Mot1 rescue	NSD2 inh	LANA DNA inh	Cardiac RTF inh	PfHsp90 set2	RTF Ca sens act	Rtt109 Vps75	PvdQ inh	dFosB act	CDK5 p35 inh
Fc1ccc(-c2cnn3c(-c4ccncc4)ccnc23)cc1	4	11	nt	-1.3	-6	-15	-8	2	-11	1	1.3
O=S(=O)(c1ccc(-n2cnnn2)cc1)N1CCN(c2ccccc2F)CC1	3	3	2	0.3	-1	11	-4	-6	2	2	-0.9
Cc1ccc(NC(=S)N2CCC(NC(=O)c3ccccc3)CC2)cc1	-3	7	-2	-0.1	-3	16	10	3	-6	-5	-7.2
CN(Cc1ccccc1)C(=O)c1cccc(N2C(=O)NC3CC2(C)Oc2ccccc23)c1 (configuration not stated)	0	11	-10	-0.1	-11	nt	18	-4	-12	-12	0.3
CCc1ccc(CNCc2cccs2)cc1	5	5	1	0.7	5	nt	2	2	-1	3	0.3
CCOc1ccccc1N1CCN(C(=S)NC(=O)C23CC4CC(CC(C4)C2)C3)CC1	-8	nt	0	-0.7	-13	-1	9	8	-24	0	-6.2
Cc1nc(NC(=O)c2cc3c(C)nn(-c4ccccc4)c3s2)sc1C(=O)Nc1ccccc1	0	365	1	-2.4	1	-30	1	1	-16	3	0.2
Cc1sc2nc(COC(=O)c3ccc(N4CCCC(C)C4)c([N+](=O)[O-])c3)[nH]c(=O)c2c1C (configuration not stated)	-9	-5	2	0.1	-2	-6	-2	13	1	-10	2.7
Cc1ccc2c(c1)N(CC(=O)N1CCCC1)C(=O)CO2	0	-15	2	-0.7	-8	-15	4	-1	-2	7	0.6
CC(=O)c1c(C)nn(CCC(=O)O)c1C	-7	-10	0	-0.8	6	-5	-4	4	-4	-6	-1.3
Cc1cc(F)ccc1S(=O)(=O)Nc1ccc(C(=O)N2CCCCCC2)cc1	2	-13	2	-1.1	5	6	-4	0	5	-8	1.0
c1csc(-c2nnc(COc3ccc4c(c3)OCO4)o2)c1	-2	2	-1	0.2	-6	-4	-4	-17	-1	-5	-1.4
O=S(=O)(NCc1ccc(Cl)cc1)NCc1ccccc1F	-5	11	0	-0.2	2	-29	-7	nt	8	-4	-0.2
CCc1ccccc1-n1c(SCC(=O)NC)nnc1-c1cccnc1	-3	-11	-1	-0.3	-4	-17	7	-1	-14	6	-2.2
Cc1cc(-c2nnc(CCC(=O)NC(Cc3ccccc3)c3ccccc3)o2)no1 (configuration not stated)	-1	1	2	0.5	-13	-6	-1	nt	-6	-7	-1.1
C=CCn1c(N2CCN(c3ccc(OC)cc3)CC2)nc2c1c(=O)[nH]c(=O)n2C	-6	6	1	-1.5	-4	-12	2	2	-7	-11	0.2
COc1ccc(C2=NN(C(=O)CCC(=O)O)C(c3ccccc3OC)C2)cc1 (configuration not stated)	-2	-2	1	-0.4	-1	32	8	-6	-3	-10	2.0
CCCCNC(=O)CSc1nc(Cc2ccccc2)nc2ccccc12	-4	-21	-8	1.5	-2	36	-7	-1	-6	-5	-0.4
Cc1cc(C(=O)NCC(C)(C)N2CCOCC2)c(C)o1	3	-11	0	-1.8	-7	nt	0	22	10	-5	-1.0
Nc1ccc2ccccc2c1[N+](=O)[O-]	4	nt	nt	0.2	-11	18	6	-2	-10	8	2.4
Cc1noc(C)c1NC(=O)Nc1cccc2c1O[C@H](CN(C)S(=O)(=O)c1c(C)noc1C)[C@@H](C)CN([C@H](C)CO)C2=O	-1	-21	nt	0.3	-13	-8	6	-40	-13	-7	-2.1
CC(=O)Nc1ccc(-c2nnc(SCC(=O)n3c4c(c5ccccc53)CCCC4)n2C)cc1	-1	nt	0	0.6	-8	10	0	-17	-9	-2	-0.9
CC(=O)N1CC(C)Oc2ccc(S(=O)(=O)NC(CC(=O)O)c3ccccc3)cc21 (configuration not stated)	0	-5	0	-1.2	-3	20	1	5	-15	4	-0.2
O=C(NCC1CCCO1)c1ccc(Cl)c(S(=O)(=O)N2CCOCC2)c1 (configuration not stated)	-7	-9	-1	-1.9	3	13	2	2	-17	-8	-5.4
CC(C)c1nnc(NC(=O)CCC(=O)N2CCN(c3ccccn3)CC2)s1	5	-1	1	0.4	0	8	-2	-5	3	-10	-1.6
CCc1ccc(C(=O)Nc2cccnc2Oc2ccc(Cl)cc2)cc1	-9	11	33	-0.2	-8	-11	23	-3	-19	-13	-8.7
O=C(COc1ccc(Cl)cc1)OCc1csc(Nc2ccccc2)n1	-6	-9	-1	-1.8	3	-13	8	4	2	-2	-0.8
COc1ccc(C(=O)NN2CCOCC2)cc1[N+](=O)[O-]	-2	-18	1	-0.8	-5	-3	-2	13	13	-9	-1.0
O=C(CCn1c(=O)c2ccccc2n(Cc2ccccc2)c1=O)NCc1ccc2c(c1)OCO2	1	102	-6	-0.4	-1	-11	0	0	-4	-1	0.0
Cc1noc(C)c1COc1cccc(C(=O)NCc2cccc(Cl)c2)c1	-7	0	0	0.9	0	-12	1	16	-5	2	-0.7

Sorted by value in dFosB act (smallest number first): 6 of the compounds above.
SMILES | Keap1-Nrf2 PPI | SUMO Mot1 rescue | NSD2 inh | LANA DNA inh | Rtt109 Vps75 | PvdQ inh | dFosB act | CDK5 p35 inh
C=CCn1c(N2CCN(c3ccc(OC)cc3)CC2)nc2c1c(=O)[nH]c(=O)n2C | -6 | 6 | 1 | -1.5 | 2 | -7 | -11 | 0.2
COc1ccc(C2=NN(C(=O)CCC(=O)O)C(c3ccccc3OC)C2)cc1 (configuration not stated) | -2 | -2 | 1 | -0.4 | -6 | -3 | -10 | 2.0
COc1ccc(C(=O)NN2CCOCC2)cc1[N+](=O)[O-] | -2 | -18 | 1 | -0.8 | 13 | 13 | -9 | -1.0
O=C(NCC1CCCO1)c1ccc(Cl)c(S(=O)(=O)N2CCOCC2)c1 (configuration not stated) | -7 | -9 | -1 | -1.9 | 2 | -17 | -8 | -5.4
Cc1cc(C(=O)NCC(C)(C)N2CCOCC2)c(C)o1 | 3 | -11 | 0 | -1.8 | 22 | 10 | -5 | -1.0
Nc1ccc2ccccc2c1[N+](=O)[O-] | 4 | nt | nt | 0.2 | -2 | -10 | 8 | 2.4

More records:
canonical_smiles	Keap1-Nrf2 PPI	SUMO Mot1 rescue	NSD2 inh	LANA DNA inh	Cardiac RTF inh	PfHsp90 set2	RTF Ca sens act	Rtt109 Vps75	PvdQ inh	dFosB act	CDK5 p35 inh
COc1ccc(CNC(=O)CSc2ccsc2[N+](=O)[O-])cc1	2	8	2	2.7	-4	6	2	-2	-14	-3	0.3
CN(C)CCCNC(=O)c1ccc(-c2ccccc2)cc1	1	2	3	8.5	-3	-3	-2	0	-7	-4	-0.1
COc1ccc(Cl)cc1NC(=O)CN(C)C(=O)c1ccc(C)s1	4	-8	-4	-1.4	-3	3	-5	5	-1	-1	0.2
Cc1c(Cl)cccc1NC(=O)Cc1cccs1	0	-27	-3	-0.7	-2	2	0	5	-14	-1	0.9
